High-throughput results from PubChem.
uPA surface inh: inhibitors of cell surface uPA generation. Potency, µM (series often up to 38.3 µM), for inactives: at the highest dose activity change, negative = inhibition, usual class: inhibitors. cell surface uPA generation assay, qHTS. actives 0.31% (n = 330,000); active = well fitted inhibition curve with a large enough effect; inconclusive = small, poorly fitted or top-dose-only effect; inactive = no such curve, though single readings can be large or run the other way; tested in mouse RAW 264.7 cells; also: potency is read from the fitted curve at half-maximal effect; % is scaled to controls: 0 for no effect and ±100 for the full control effect; nearly all actives have a fitted effect of over 55% in size
PTAP TSG101 blk: blocks PTAP/TSG101 interaction to inhibit HIV-1 budding. Q99816. 340,000 tested, under 10 active. Potency, µM (doses to about 115 µM), for the others: at the top dose activity change, negative = inhibition, hits mostly inhibitors. Fluorescence polarization, FITC-PTAP peptide / Tsg101 binding; active = well fitted inhibition curve with a large enough effect in the main read-out, with a control signal flat, not every such curve was filed as active; inconclusive = small, poorly fitted or top-dose-only effect, or effect the other way, or a change in a side signal; inactive = no such curve, though single readings can be large or run the other way; also: potency is read from the fitted curve at half-maximal effect; % of control where 0% means no effect
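Fluorescence anisotropy tracks displacement of a FITC-tagged PTAP peptide (50 nM) from the Tsg101 binding domain (10 uM), following a 20 min room-temperature incubation at pH 7.5.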
BRCA1 expr up: increases BRCA1 expression; Potency, µM (highest dose often 46.1 µM), inactives show at the top dose activation, usual class: activators; actives 1.1% (n = 380,000); AID 624202; MCF7-BRCA1-FFLuc reporter, luminescence, 48 h; response scale: scaled: vehicle 0%, 10 µM genistein 100%; also: potency is read from the fitted curve at half-maximal effect; nearly all actives have a fitted effect of over 80% in size; some results filed as inactive show a strong effect at the top dose
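MCF7-BRCA1-FFLuc cells, 2000/well in phenol-red-free MEM, attached 2 h then treated 48 h at 37 C. Luciferase luminescence read 15 min after reagent; normalized to genistein maximum activation (10microM) and DMSO, concentration-response fitted.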
a7 integrin act: integrin-mediated muscular dystrophy alleviation activation. alpha7betagal myoblasts, beta-gal FDG fluorescence, 48 h. Potency, µM (doses to about 38.3 µM), for the others: at the highest dose activation, hits mostly activators. actives 0.064% (n = 350,000);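 also: potency is read from the fitted curve at half-maximal effect; 100% = response of the positive control SU9516; nearly all actives have a fitted effect of over 60% in size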
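alpha7betagal+/- myoblasts (passage 13, 250/well) treated 48 h at 37C with compounds at 1:260 dilution of DMSO stock. Lysed, then beta-galactosidase activity read as FDG fluorescence (ex 480/em 540) after 30 min, with pre-read for autofluorescence.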
B2AR arrestin: beta2AR (human) beta-arrestin recruitment activity. Potency, µM (titrated, usually from 46.1 µM), for the others: top-dose activation, usual class: activators. actives 0.02% (n = 330,000). AID 492947. beta-arrestin recruitment to beta2AR, cell-based reporter. P07550;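 also: potency is read from the fitted curve at half-maximal effect; 0% = DMSO controls and full agonism = EC100 isoproterenol or metaproterenol; nearly all actives have a fitted effect of over 65% in size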
Target sequence (P07550 whole entry, looked up): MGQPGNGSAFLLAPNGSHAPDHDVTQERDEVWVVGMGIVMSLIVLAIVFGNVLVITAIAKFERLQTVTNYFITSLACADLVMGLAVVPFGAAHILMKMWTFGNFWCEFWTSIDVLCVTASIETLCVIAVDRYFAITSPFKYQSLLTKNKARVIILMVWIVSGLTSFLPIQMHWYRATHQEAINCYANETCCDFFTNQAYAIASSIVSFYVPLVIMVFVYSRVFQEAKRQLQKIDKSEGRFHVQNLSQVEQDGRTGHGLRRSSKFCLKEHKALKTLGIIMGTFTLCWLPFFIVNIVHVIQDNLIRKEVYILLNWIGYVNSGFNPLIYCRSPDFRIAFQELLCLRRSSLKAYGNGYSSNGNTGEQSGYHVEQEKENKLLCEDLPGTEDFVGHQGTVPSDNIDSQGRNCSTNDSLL
TRPV1 ag: activates the human vanilloid receptor TRPV1. AID 540275. Q8NER1. activation, % at 8.33 µM. actives 0.19% (n = 320,000). TRPV1-expressing cells, Fluo-8 calcium influx, agonist mode; in the data active = activation above about 80%; inconclusive = between about 30% and that limit; also: 0% is about no effect
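Cells expressing TRPV1 were dye-loaded with Fluo-8 and read kinetically: 10 s baseline, 3 min after compound (agonist portion), then 2 min after EC20 capsaicin (allosteric enhancer portion). Calcium-bound dye fluorescence at 480/520 nm.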
Eya2 inh: blocks the phosphatase activity of human Eya2; O00167; recombinant Eya2, OMFP fluorescence dephosphorylation (OMFP is methylfluorescein phosphate); Potency, µM (titrated, usually from 76.9 µM), for the others: at the top dose activity, negative = inhibition, most hits filed as inhibitors; actives 0.006% (n = 330,000); also: potency is read from the fitted curve at half-maximal effect; % is scaled to controls: 0 for no effect and ±100 for the full control effect
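Eya2 (0.2 uM) preincubated 10 min at ambient with compound, then OMFP substrate added at 50 uM; 10 min reaction in 50 mM HEPES pH 7.5, 50 mM NaCl, 5 uM MgCl2, 0.05% BSA, 1 mM DTT. Fluorescence read at Ex 485/Em 525 nm.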
ELG1 genotox: genotoxicity induction in ELG1-luciferase HEK293T cells; HEK293T ELG1-luciferase reporter, luminescence, 16 h; Potency, µM (doses to about 46 µM), without a hit: top-dose activity change, positive = activation, usual class: activators; actives 1.3% (n = 330,000); AID 504466; also: potency is read from the fitted curve at half-maximal effect; % of control where 0% means no effect; nearly all actives have a fitted effect of over 60% in size
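ELG1-luciferase HEK293T cells, 2,000/well; compound pinned in; 16 hr, 37 °C, 5% CO2; ONE-Glo, 30 min RT; luminescence on CCD imager.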
USP2a inh: USP2a (human) protease inhibition. O75604. USP2 core, Ub-CHOP2 coupled fluorogenic reporter, 485/531. Potency, µM (doses to about 38.3 µM), for inactives: at the highest dose activity change, negative = inhibition, hits mostly inhibitors. actives 0.01% (n = 330,000);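 also: potency is read from the fitted curve at half-maximal effect; plate controls were DMSO wells for no effect and full inhibition by NEM control for full effect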
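Cell-free coupled assay: 10nM USP2 core preincubated 30min RT with compound in Tris-HCl pH 8.0/CaCl2/CHAPS buffer, then 25nM Ub-CHOP2 and 25nM reporter substrate; fluorescence (Ex 485/Em 531) read after 60min RT, normalized to NEM inhibition, concentration-response curves fitted.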
ASM inhibitor: human S-ASM enzyme inhibition; placental ASM, HMU-PC fluorogenic substrate, 60 min; Potency, µM (top dose mostly 57.5 µM), for inactives: at the top dose activity change, negative = inhibition, actives largely listed as inhibitors; actives 0.006% (n = 340,000); P17405; also: potency is read from the fitted curve at half-maximal effect
Target sequence (P17405 47-631 limits assumed): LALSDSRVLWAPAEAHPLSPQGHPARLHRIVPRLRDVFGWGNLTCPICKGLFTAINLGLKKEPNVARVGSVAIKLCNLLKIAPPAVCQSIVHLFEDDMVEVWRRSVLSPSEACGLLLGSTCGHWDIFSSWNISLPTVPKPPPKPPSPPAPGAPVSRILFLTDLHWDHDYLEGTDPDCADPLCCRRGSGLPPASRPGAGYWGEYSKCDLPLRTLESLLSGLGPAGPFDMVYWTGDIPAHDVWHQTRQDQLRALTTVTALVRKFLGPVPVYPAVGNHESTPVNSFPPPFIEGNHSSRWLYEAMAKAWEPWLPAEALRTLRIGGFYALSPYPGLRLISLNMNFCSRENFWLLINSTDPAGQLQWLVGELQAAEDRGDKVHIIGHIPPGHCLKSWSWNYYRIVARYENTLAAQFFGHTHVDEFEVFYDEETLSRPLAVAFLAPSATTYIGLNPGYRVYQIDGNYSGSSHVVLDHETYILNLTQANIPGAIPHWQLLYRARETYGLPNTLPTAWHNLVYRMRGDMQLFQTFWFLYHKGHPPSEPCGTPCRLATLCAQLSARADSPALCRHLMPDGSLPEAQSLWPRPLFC
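qHTS format. ASM enzyme prepared from human placenta hydrolyses the fluorogenic substrate HMU-PC0 (9 uM final) over 60 min at 37 °C after a 10 min compound preincubation.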
p53 reactivation: restores transcriptional activity of mutant p53. Potency, µM (titrated, usually from 92.2 µM), inactives show top-dose activity change, positive = activation, usual class: activators. actives 0.063% (n = 320,000). H1299 p53-A138V BP100-luciferase reporter, luminescence, 24 h; also: potency is read from the fitted curve at half-maximal effect; % of control where 0% means no effect; nearly all actives have a fitted effect of over 45% in size
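p53-null H1299 cells stably carrying temperature-sensitive p53-A138V and a BP100-luciferase reporter were pinned with compounds (4-point, 1:5 series) and held 24 hrs at 37 deg C. Luminescence was read 10 min after detection reagent.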
Starred values were filed as active, the others as inactive; ? = inconclusive; . = no result given; [ ] = remark or other dose. Unless noted, calls follow the shape of the dose curve; as a rule, active = well fitted curve in the direction sought with a large enough effect; inconclusive = small, poorly fitted or top-dose-only effect, or another doubt; inactive = no such curve, though single readings can be large; an effect the other way counts as inactive or inconclusive.

SMILES	uPA surface inh	PTAP TSG101 blk	BRCA1 expr up	a7 integrin act	B2AR arrestin	TRPV1 ag	Eya2 inh	ELG1 genotox	USP2a inh	ASM inhibitor	p53 reactivation
Cc1ccc(S(=O)(=O)Nc2cc(S(=O)(=O)N3CCCCC3)ccc2N2CCOCC2)cc1	1.2%	0.2%	1.1%	11.7%	-0.1%	6.7	11.0%	1.3%	0.6%	-1.0%	0.0%
COc1ccc(NCc2nnc(SCc3ccccc3)n2-c2ccc(OC)cc2)cc1	.	-1.9%	-19.0%	25.6%	0.4%	14.1	-9.4%	-1.4%	2.9%	0.3%	-2.1%
COc1ccc(CNC(=O)c2ccc(CS(=O)Cc3cccc(Cl)c3)o2)cc1 (centres undefined)	-2.6%	0.5%	0.4%	-31.2%	-0.7%	-0.9	5.3%	-8.2%	3.3%	-0.8%	-10.1%
CCC(C)(C)NC(=O)c1ccc(S(=O)(=O)N2CCCCCC2)cc1	6.2%	-3.8%	-2.8%	-2.0%	0.0%	10.8	-3.0%	-2.8%	1.4%	2.3%	-0.4%
O=c1oc2ccccc2c(NCc2ccccc2)c1[N+](=O)[O-]	-7.5%	0.5%	-37.1%	33.3%	-2.1%	2.1	5.8%	0.5%	1.8%	-0.3%	3.4%
COc1ccc(C(=O)Cn2cnc3ccccc3c2=O)cc1OC	5.6%	-1.6%	0.1%	-12.5%	0.3%	1.8	-1.5%	-5.7%	2.3%	-1.3%	-2.0%
CN(CCn1ccnc1)Cc1cn(Cc2ccccc2)nc1-c1ccc2c(c1)OCO2	6.5%	-4.6%	-2.0%	-14.0%	0.1%	-2.0	0.4%	-1.6%	-0.2%	0.3%	5.4%
O=C(CN1CCN(c2ncc(C(F)(F)F)cc2Cl)CC1)Nc1ccc2c(c1)OCO2	7.1%	-5.3%	-0.5%	-15.8%	-0.6%	2.0	1.3%	21.1%	2.1%	-8.3%	6.0%
CCC(C)c1ccccc1N1CC(C(=O)Nc2cc(S(=O)(=O)N3CCOCC3)ccc2OC)CC1=O (centres undefined)	-0.8%	-5.9%	-5.1%	-11.7%	.	.	.	.	.	-1.2%	.
CC1(C)CC(=O)C(C=NCc2ccccn2)=C(O)C1	-24.4%	-8.1%	5.3%	8.1%	0.9%	-0.2	2.1%	6.3%	-0.7%	3.2%	-3.0%
Cc1ccc(NS(=O)(=O)c2ccc(CCC(=O)NCCCOC(C)C)cc2)cc1	1.8%	-0.5%	-1.7%	-2.1%	0.2%	-3.5	4.4%	2.5%	5.1%	3.6%	-3.0%
CCc1nc(SC)[nH]c(=O)c1C	-0.9%	-4.6%	27.4%	9.6%	-0.2%	5.0	3.7%	-1.0%	-1.1%	1.2%	12.4%
COc1ccc(-c2cn[nH]c2-c2ccc(OCc3ccccc3F)cc2O)cc1OC	-7.5%	-3.4%	-68.6%	-35.1%	0.7%	2.3	-0.3%	-15.0%	4.3%	-11.3%	-10.7%
CC(NC(=O)c1ccco1)C(=O)OCc1cccc(Cl)c1 (centres undefined)	4.1%	-4.1%	6.7%	-14.8%	0.0%	18.4	-2.6%[15.4 µM]	-5.8%	-3.2%	0.4%	7.8%
Cc1cc(C)cc(NC(=S)N2CCN(S(C)(=O)=O)CC2)c1	-2.6%	-4.8%	-4.6%	4.2%	0.6%	3.0	7.8%	-2.3%	-0.9%	3.0%	-9.4%
CCOC(=O)/C(C#N)=C\c1cn(C)c2ccccc12	1.3%	-0.2%	-47.0%	9.9%	0.0%	?	12.8%	-2.6%	-0.4%	10.1%	2.1%
C=C(C(=O)c1ccccc1)C(CC(=O)c1ccccc1)c1ccccc1 (centres undefined)	-11.8%	-0.7%	-97.1%	-57.7%[inhibitor]	-1.1%	20.3	-2.8%	-11.1%	-1.7%	-2.2%	-25.7%
Clc1ccc(-c2csc3ncnc(N4CCc5ccccc5C4)c23)cc1	-2.4%	-1.6%	-29.2%	-13.8%	-0.4%	-3.7	2.6%	-4.7%	1.9%	3.3%	-10.1%
Cc1ccc(N2CC(NS(=O)(=O)c3cccnc3)CC2=O)cc1C (centres undefined)	-1.0%	0.0%	-26.0%	24.5%	0.0%	-0.1	19.0%	4.4%	-0.4%	-0.8%	-1.3%
COc1ccc(C(=O)NC(=S)Nc2ccc3[nH]c(=O)[nH]c3c2)cc1	-0.5%	-2.0%	-0.3%	-13.7%	-0.8%	-1.1	2.4%	-0.5%	1.6%	-3.7%	4.8%
COc1ccc(C(=O)N2CCCN(C)CC2)cc1S(=O)(=O)N(C)Cc1ccccc1	4.6%	-1.7%	3.4%	-17.0%	-0.2%	1.4	-17.9%	0.1%	0.3%	3.8%	1.0%
Nn1c(Cc2ccccc2)nc2cc(Cl)ccc2c1=O	13.1%	-2.1%	0.0%	-23.8%	-0.9%	0.8	?	-2.1%	0.2%	2.1%	-4.5%
CN1CCCCC1=NCCCn1cnc2c1c(=O)n(C)c(=O)n2C	.	-6.0%	-6.1%	14.0%	0.5%	-1.0	-10.3%	-0.3%	1.5%	5.8%	8.4%
O=S(=O)(c1cccc(F)c1)N1CCN(C(=S)NCC2CCCO2)CC1 (centres undefined)	7.5%	-7.9%	-29.2%	29.0%	-1.0%	2.5	3.7%	-0.4%	0.2%	0.8%	-7.7%
COc1cc(NC(=O)CSc2nc3c(C)ccc(C)c3cc2C)c(C(=O)O)cc1OC	4.6%	-4.3%	1.6%	-47.6%[inhibitor]	-0.1%	-4.2	5.8%	1.0%	1.7%	6.0%	1.6%
Cc1cccc(NC(=O)c2ccc(N3CCCCC3)c([N+](=O)[O-])c2)n1	-5.5%	-3.5%	?	-20.8%	-0.4%	?	-13.8%	?	-1.5%	-3.0%	?
Oc1ccccc1C1NN=C(c2ccccc2)S1 (centres undefined)	-5.2%	0.5%	-36.4%	16.9%	-0.1%	?	-13.3%	?	1.2%	-1.6%	37.5%
O=C1OCc2cc(NC(=O)C3CCCO3)ccc21 (centres undefined)	.	0.3%	8.9%	1.0%	0.4%	1.0	-1.7%	0.8%	1.9%	3.6%	9.0%
O=C(N/N=C/c1cccc([N+](=O)[O-])c1)c1ccc(COc2ccccc2-c2ccccc2)cc1	17.7%	0.7%	2.5%	11.5%	-0.5%	5.6	1.5%	0.1%	6.6%	-4.3%	6.2%
CC(C)c1ccc(NC(=O)CCCC(=O)NCCc2ccccc2)cc1	3.3%	0.5%	19.4%	-7.6%	-0.7%	?	1.3%	-3.7%	-0.6%	-8.2%	-5.4%
O=C(CCS(=O)(=O)c1ccc(Br)cc1)Nc1ccc(Cl)cc1F	-0.5%	-6.0%	-4.6%	0.0%	6.3%	18.4	-4.9%	0.3%	2.2%	-1.9%	-4.0%
O=C(COC(=O)c1ccc2[nH]c3c(c2c1)CCCC3)Nc1ccc(Cl)cc1Cl	3.6%	-0.6%	-22.8%	16.0%	-0.9%	-6.3	8.0%	5.2%	5.4%	-5.8%	0.7%
O=C(OCC(=O)N1CCCc2ccccc21)c1cccc(S(=O)(=O)N2CCc3ccccc32)c1	-0.3%	-0.9%	-39.6%	1.0%	-0.7%	-0.8	7.8%	-2.3%	0.3%	-0.3%	4.1%
COc1ccc2c3c(c(=O)oc2c1OCC(N)=O)CCCC3	-2.2%	-0.1%	-3.0%	-9.5%	0.0%	1.7	8.7%	-0.1%	0.0%	-1.5%	-4.8%
CCCc1nn2c(=O)cc(CSCC(=O)Nc3ccccc3)nc2s1	5.5%	-3.0%	-24.2%	-0.8%	-1.1%	4.4	1.4%	0.0%	1.3%	1.1%	3.0%
CC(C)(C)c1ccc(/C=C/C(=O)Nc2ncccn2)cc1	-0.4%	0.2%	31.4%	-8.0%	-0.1%	?	-1.7%	?	2.4%	1.1%	?
NS(=O)(=O)c1cc(C(=O)NCCOc2ccccc2)c(Cl)cc1Cl	?	-1.6%	-27.8%	10.2%	-0.6%	-1.9	8.6%	-1.0%	3.4%	4.5%	10.0%
Cc1ccc(CNS(=O)(=O)c2c(C)nc3scc(C)n3c2=O)cc1	7.2%	1.6%	5.5%	-9.0%	0.1%	-0.6	8.0%	0.6%	1.5%	2.3%	-0.9%
Cc1c([N+](=O)[O-])c2ccc(O)cc2n1-c1ccccc1	43.0%[activator]	-1.7%	-55.1%	2.2%	-0.6%	.	-7.5%	-9.1%	-0.3%	3.2%	-8.4%
